697 NFkB inh: lowers PMA/ionomycin-induced NF-kB signal in 697 B cells; inhibition, % at 4 µM; 697 B-cell NF-kB luciferase reporter, 16 h; 330,000 tested, 0.33% active; in the data active means inhibition above about 35%
UPR CHOP act: apoptotic UPR (CHOP) activation. CHO-CHOP luciferase reporter, luminescence; percent of tunicamycin response over DMSO baseline. AID 449763. activation, % at 10 µM. 330,000 tested, 0.34% active;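 active means at 10 µM dose, activation of 40% or more, normalized to positive control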;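 further: 100% = tunicamycin at 10 µg/mL and 0% = DMSO alone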
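measured by = luciferase luminescence | assay system = CHO-CHOP cells, stable luciferase reporter of PERK-eIF2a-CHOP signalling | amount = 500 reporter cells seeded per well | timing = 6 h compound exposure at 37 °C after overnight seeding | controls = positive tunicamycin 10 µg/mL, negative DMSO alone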
APJ ag: APJ receptor agonism | P35414 | CHO-K1 APJ PathHunter beta-arrestin, luminescence; 0% DMSO wells, 100% apelin | activation, % at 20 µM | 330,000 tested, 0.11% active;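 active means activation more than six SD over the plate average, tested at 20 µM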;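 further: 0% = DMSO alone and 100% = apelin-13 at 10 nM; some results filed as inactive read as strong as hits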
Target sequence (P35414 whole entry, looked up): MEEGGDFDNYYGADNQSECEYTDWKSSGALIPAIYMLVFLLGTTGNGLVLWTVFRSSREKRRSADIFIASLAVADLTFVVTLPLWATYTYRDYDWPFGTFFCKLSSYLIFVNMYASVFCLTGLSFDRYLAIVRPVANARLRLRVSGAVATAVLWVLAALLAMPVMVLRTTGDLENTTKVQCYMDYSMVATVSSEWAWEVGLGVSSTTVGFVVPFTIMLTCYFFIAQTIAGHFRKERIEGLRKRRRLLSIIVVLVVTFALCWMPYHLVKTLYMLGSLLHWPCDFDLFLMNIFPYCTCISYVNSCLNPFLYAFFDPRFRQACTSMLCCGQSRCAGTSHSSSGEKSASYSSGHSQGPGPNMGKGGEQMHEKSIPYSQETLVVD
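Incubation: overnight seeding, 90 min compound at 25 °C, 1 h detection; test system: PathHunter CHO-K1 APJ (AGTRL-1) beta-arrestin reporter cells; amount: 1000 cells/well; doses: one dose, 20 µM compound, 1% DMSO; measured by: beta-gal luminescence; measure: agonist-driven arrestin binding to APJ; benchmarks: negative DMSO alone, positive Apelin-13 at 10 nM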
Mdm2 MdmX PPI: inhibitors of human Mdm2/MdmX interaction; O15151+Q00987; SaOS-2 split-luciferase Mdm2/MdmX complementation, luminescence; inhibition, % at 8 µM; 330,000 tested, 3% active; AID 485346;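 active means inhibition of at least 50% at 8 µM in the primary screen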
APJ antag: antagonists of human APJ apelin receptor; 330,000 tested, 0.32% active; P35414; inhibition, % at 20 µM; CHO-K1 APJ beta-arrestin complementation, luminescence;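 active means inhibition above about 40% at 20 µM, limit read from the data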;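 further: cells challenged with 10 nM apelin-13 agonist together with compound; plate controls were apelin-13 plus DMSO wells for no effect and DMSO wells lacking apelin-13 for full effect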
Jurkat NFkB inh: lowers PMA/ionomycin-induced NF-kB signal in Jurkat cells; PMA/ionomycin-induced NF-kB luciferase reporter, luminescence; inhibition, % at 4 µM; 330,000 tested, 0.53% active; in the data active means inhibition above about 50%
XBP1 UPR activ: activators of adaptive arm of unfolded protein response (XBP1). CHO-XBP1 luciferase reporter, IRE1-XBP1 UPR activation, luminescence; percent of tunicamycin response, DMSO as zero. activation, % at 20 µM. 330,000 tested, 0.33% active. AID 463104;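 active means versus positive control, 20 µM dose yields 30% or more activation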;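 further: 100% = tunicamycin at 10 µg/mL and 0% = DMSO only wells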
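Material – CHO cell line with stable XBP1 luciferase reporter · Buffer or medium – F12 plus 10% FBS · Compound – single point, 20 µM final compound, 1% DMSO · Schedule – 16-18 h cell attachment at 37 °C, then 6 h compound exposure · Signal – Steady-Glo luminescence read · Benchmarks – high control tunicamycin 10 µg/mL final, low control DMSO vehicle only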
tim23-1 inh: inhibits growth of tim23-1 mutant yeast | S. cerevisiae tim23-1 growth, BacTiter-Glo luminescence, 24 h | inhibition, % at 20 µM | 330,000 tested, 1.3% active | AID 463212;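 active means growth inhibition of the mutant yeast at or above 50%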;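 further: temperature-sensitive mutant grown at 25 °C; plate controls were DMSO-treated mutant yeast for no effect and medium wells lacking yeast for full effect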
Active calls of the source: *.

Start of the listing, in advance (14 entries):
SMILES	697 NFkB inh	UPR CHOP act	APJ ag	Mdm2 MdmX PPI	APJ antag	Jurkat NFkB inh	XBP1 UPR activ	tim23-1 inh
CCCCCOC(=O)C1=C(C)NC(=O)NC1c1ccc(N(C)C)cc1 (configuration not stated)	12	-0.6	-3	6	12	15	-4	15
COc1cc(-c2nc(S(=O)(=O)c3ccc(C)cc3)c(N3CCOCC3)o2)cc(OC)c1OC	42*	-1.9	-1	31	18	3	10	9
COCCNC(=O)/C(C#N)=C/c1c(N2CCCCCC2)nc2ccccn2c1=O	-6	0.5	-2	-4	16	-19	0	8
COC(=O)C(C)Oc1ccc(-c2nccc(-c3ccccn3)n2)cc1 (configuration not stated)	5	0.9	-4	-6	9	-21	4	29
COc1ccc(C2=NN(C(=O)CN3CCOCC3)C(c3nc4ccccc4[nH]3)C2)cc1 (configuration not stated)	-95	4.9	-2	17	19	-73	2	6
O=C(CSc1nc2nn(-c3ccccc3)c(=O)c-2c2n1CCCCC2)NCCCc1ccccc1	13	-0.6	-6	18	27	4	-2	13
CCC(=O)Oc1ccc(NC(=O)CSCc2ccccc2)cc1	-12	0.7	0	24	5	-23	-1	28
COc1ccc2c(c1)c(=O)c(C(=O)c1ccc(Cl)cc1)cn2CC(=O)Nc1ccc(F)cc1	-36	3.8	-1	9	-4	-2	9	-14
COc1ccccc1/C=C/C(=O)c1ccc(NC(C)=O)cc1	-36	7.2	-1	63*	-7	-20	-1	33
Cc1nc2cc(C(F)(F)F)ccc2n1C	17	-1.6	-4	23	3	2	-1	6
CC1(C)Cc2c(c(N3CCOCC3)nc3sc(C(=O)N4CCCCC4)c(N)c23)CO1	-7	-1.8	-3	17	-4	0	-3	-13
CC1CCC2(CC1)NC(CO)(CO)CO2 (configuration not stated)	-5	0.4	-2	-11	9	-15	1	2
Cc1ccc(S(=O)(=O)N(CC(O)CN2C(=O)NC(C)(C)C2=O)c2cccc(C)c2)cc1 (configuration not stated)	14	6.3	-4	17	-4	10	1	9
O=C(NCc1ccc(F)cc1)C1CCN(S(=O)(=O)c2ccc(Cl)cc2)CC1	10	0.2	-1	6	1	-3	-4	-15

This part in full, repeating the preview:
SMILES	697 NFkB inh	UPR CHOP act	APJ ag	Mdm2 MdmX PPI	APJ antag	Jurkat NFkB inh	XBP1 UPR activ	tim23-1 inh
CCCCCOC(=O)C1=C(C)NC(=O)NC1c1ccc(N(C)C)cc1 (configuration not stated)	12	-0.6	-3	6	12	15	-4	15
COc1cc(-c2nc(S(=O)(=O)c3ccc(C)cc3)c(N3CCOCC3)o2)cc(OC)c1OC	42*	-1.9	-1	31	18	3	10	9
COCCNC(=O)/C(C#N)=C/c1c(N2CCCCCC2)nc2ccccn2c1=O	-6	0.5	-2	-4	16	-19	0	8
COC(=O)C(C)Oc1ccc(-c2nccc(-c3ccccn3)n2)cc1 (configuration not stated)	5	0.9	-4	-6	9	-21	4	29
COc1ccc(C2=NN(C(=O)CN3CCOCC3)C(c3nc4ccccc4[nH]3)C2)cc1 (configuration not stated)	-95	4.9	-2	17	19	-73	2	6
O=C(CSc1nc2nn(-c3ccccc3)c(=O)c-2c2n1CCCCC2)NCCCc1ccccc1	13	-0.6	-6	18	27	4	-2	13
CCC(=O)Oc1ccc(NC(=O)CSCc2ccccc2)cc1	-12	0.7	0	24	5	-23	-1	28
COc1ccc2c(c1)c(=O)c(C(=O)c1ccc(Cl)cc1)cn2CC(=O)Nc1ccc(F)cc1	-36	3.8	-1	9	-4	-2	9	-14
COc1ccccc1/C=C/C(=O)c1ccc(NC(C)=O)cc1	-36	7.2	-1	63*	-7	-20	-1	33
Cc1nc2cc(C(F)(F)F)ccc2n1C	17	-1.6	-4	23	3	2	-1	6
CC1(C)Cc2c(c(N3CCOCC3)nc3sc(C(=O)N4CCCCC4)c(N)c23)CO1	-7	-1.8	-3	17	-4	0	-3	-13
CC1CCC2(CC1)NC(CO)(CO)CO2 (configuration not stated)	-5	0.4	-2	-11	9	-15	1	2
Cc1ccc(S(=O)(=O)N(CC(O)CN2C(=O)NC(C)(C)C2=O)c2cccc(C)c2)cc1 (configuration not stated)	14	6.3	-4	17	-4	10	1	9
O=C(NCc1ccc(F)cc1)C1CCN(S(=O)(=O)c2ccc(Cl)cc2)CC1	10	0.2	-1	6	1	-3	-4	-15
Cc1ccc(NS(=O)(=O)c2ccc3[nH]c(=O)oc3c2)c(C)c1	-12	1.8	1	22	4	-4	-5	13
COc1cccc(CC(=O)OC(C)C(=O)Nc2ccc(N3CCOCC3)cc2)c1 (configuration not stated)	1	4.4	1	7	0	-5	-3	6
CCCC(=O)N1CCN(c2nc3ccc(CC)cc3s2)CC1	-66	5.5	-3	-41	-4	-42	3	22
CCOc1ccc(CCNC(=O)CN2CCN(Cc3ccccc3C)C2=O)cc1OCC	5	-0.3	-7	-5	11	8	-2	12
O=C(C#Cc1cccc([N+](=O)[O-])c1)c1ccccc1	-49	134*	10	73*	31	10	-5	-20
O=C(Cn1c(CN2CCCCC2)nc2ccccc2c1=O)NCc1ccco1	-5	1.0	2	-6	13	7	-4	7
CC1(C)CC(=O)C/C(=N\NC(=S)NCc2ccccc2)C1	-4	0.3	-1	-3	-5	3	-3	6
O=C(COC(=O)CN1C(=O)C2CCCCC2C1=O)NCc1ccc(Cl)cc1Cl (configuration not stated)	-1	-0.1	-2	0	-10	7	-1	23
O=C(O)c1ccc(OCC2CCCO2)cc1 (configuration not stated)	12	4.9	-3	12	18	8	-4	12
O=C(COC(=O)C1CCCN1C(=O)C12CC3CC(CC(C3)C1)C2)c1ccc(Br)cc1 (configuration not stated)	11	-1.0	-3	15	11	6	0	25
CCOc1cc(/C=C(/C#N)c2ccc(F)cc2)ccc1OCc1ccc(C(=O)O)o1	-18	2.4	-2	16	-17	-5	0	3
CC(C)C(OC(=O)c1nsc(Cl)c1Cl)C(=O)NCc1ccccc1 (configuration not stated)	11	-0.1	-2	33	18	0	-3	24
CC(=O)c1ccc(OCc2cc(C(=O)NCCN3CCCC(O)C3)no2)cc1 (configuration not stated)	-18	1.0	6	25	2	6	-4	16
CCc1nccn1S(=O)(=O)c1ccc(C)c(C)c1	18	-0.8	-2	7	-2	-9	0	-6
CC1CCCCN1C(=S)Nc1ccc2nc3n(c(=O)c2c1)CCCCC3 (configuration not stated)	-33	3.4	0	-17	-7	-18	3	48
Cc1cccc(CSC2=NCCN2C(=O)c2ccc(Br)o2)c1	5	2.3	-6	19	-3	6	-1	46
CC1CCCCC1NC(=O)Cn1c(=O)oc2cc(S(=O)(=O)N3CCCC3)ccc21 (configuration not stated)	18	-3.3	-1	2	-3	6	-1	-8
COc1cc(C(=O)NCc2nnc(SCC(=O)N3CCC(C)CC3)o2)cc(OC)c1OC	21	2.4	-1	1	1	5	0	2
C=CCSC1=C(C#N)C2(CCCCC2)C(C#N)C(=O)N1 (configuration not stated)	17	-1.0	-4	-4	1	7	-3	0
COc1ccc(C(=S)Nc2ccccc2)cc1	-74	2.6	-2	-5	18	-52	3	13
CCOc1ccc2nc(NC(=O)CC3Oc4ccccc4NC3=O)sc2c1 (configuration not stated)	15	0.4	-2	62*	-8	3	-2	-18
O=C(CSc1nnc(-c2ccc(Cl)cc2)n1Cc1ccco1)NCc1ccc2c(c1)OCO2	2	-1.3	-2	26	24	14	-5	32
CN(CCO)c1nc(N)c(C#N)c(CC#N)c1C#N	-2	-1.6	2	-7	-1	-10	0	-10
C=CCC(NCc1ccccc1)c1ccc(OC)cc1 (configuration not stated)	-16	-1.1	-6	15	6	-7	-3	-8
COc1ccc(NS(=O)(=O)c2ccc(N3CCN(CCO)CC3)c([N+](=O)[O-])c2)cc1	-35	-0.9	8	6	3	32	-3	-8
CCn1c(CNc2ccc(C)cc2)nnc1SCC(=O)NCc1ccccc1	-2	-0.8	-3	-6	-12	-5	-1	9
Cc1ccc(-n2c(-c3cn(C)nc3C)n[nH]c2=S)cc1	9	0.1	-1	0	-2	-7	-1	9
COc1cccc(NC(=O)C(C)Oc2ccccc2)c1 (configuration not stated)	2	-0.1	-11	-14	-4	-14	-1	-3
O=C(O)C[C@H]1c2cc(C(F)(F)F)ccc2S(=O)(=O)N1C1CCCCC1	11	-2.0	-2	9	-4	6	0	3
CC1CCc2nc(NC(=O)C3COc4ccccc4O3)sc2C1 (configuration not stated)	-300	-6.1	-4	52*	14	-89	-9	38
CCCc1cc(C(=O)Nc2ccccc2SC)no1	-12	7.6	-5	-32	21	-20	2	25
Nc1cccc(-c2cn3cc(C(F)(F)F)cc(Cl)c3n2)c1	-134	1.7	-2	-124	-11	-194	-1	31
CCOC1CCCCC1NS(=O)(=O)c1ccc(Cl)cc1 (configuration not stated)	10	-2.0	-4	27	15	-3	-1	10
NC(=O)NC(CC(=O)NNC(=O)c1ccccn1)c1ccccc1Cl (configuration not stated)	15	-1.4	1	9	-46	1	3	-3
CCOC(=O)Cc1csc(NS(=O)(=O)Cc2ccccc2)n1	3	-2.5	-6	18	10	-20	0	6
C=CCOc1ccc(/C=N/NC(=O)c2cc3c(OC)cc(OC)cc3[nH]2)cc1	-12	2.3	2	16	-17	-15	-2	41
CCOCc1nnc(NC(=O)c2cccs2)s1	6	2.9	-1	-24	11	-5	-1	25
CSCC(=O)NCC1(N(C)Cc2ccccc2)Cc2ccccc2C1	-4	-1.7	-4	5	4	8	-5	6
O=C(CSc1nc(Nc2ccccc2)nc(N2CCOCC2)n1)NC1CCCCC1	-5	3.9	2	15	-10	-9	-2	0
Cc1ccc(C(C)C)c(OCC(O)CN2CC(C)OC(C)C2)c1 (configuration not stated)	9	-3.1	2	4	14	0	-3	16
CC(=O)OCCNC(=O)Cn1cnc2c1c(=O)n(C)c(=O)n2C	-14	-2.4	-5	-7	12	-19	3	0
COc1ccc([C@H]2/C=C\CN(S(=O)(=O)/C=C/c3ccccc3)[C@@H](C)C(=O)N2Cc2ccc(F)cc2)cc1	5	0.1	4	21	-40	0	-3	32
COC(=O)c1sc(S(=O)(=O)N2CCC(C)CC2)c(C(=O)OC)c1C	-10	-0.5	3	-13	12	-28	1	36
C=CCn1c(C(C)NC(=O)CC)nc2ccccc21 (configuration not stated)	-9	-0.6	0	21	8	-4	-3	-11
Cn1c(=O)c2c(-c3ccccc3F)c3c(nc2n(C)c1=O)-c1ccccc1C3O (configuration not stated)	1	1.7	-3	-2	13	-1	-2	12
O=C(O)c1ccccc1Oc1ccc(Oc2ccccc2)cc1	3	2.6	-2	13	5	13	-5	20

Screens (PubChem BioAssay)
